Assay outcomes (PubChem)
STAT1 blocker = reduces IFN-gamma driven STAT1 reporter signal. NIH 3T3 STAT1-luciferase reporter, luminescence. 200,000 compounds, 0.35% hits. inhibition, % at 5.5 µM;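 active = inhibition above a set limit, the mean inhibition across all tested compounds plus 3 SD, cut at about 34% in these data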;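 note: 0% = IFN-gamma with DMSO and 100% = IFN-gamma with 300 µM nifuroxazide; values of inactives mirror those of a sister screen read the other way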
SRC2 TRFRET art = counter-screen for PPARgamma SRC-2 recruitment agonists: TR-FRET artefact; 200,000 compounds, 0.4% hits; AID 1049; TR-FRET ratio at 8 µM; active compounds read high; in the data active = TR-FRET ratio above about 2000; note: inactives centre near 1500
PPARg SRC3 recr = PPARgamma-driven SRC-3 recruitment agonism | P37231 | biochemical PPARgamma/SRC-3 coactivator recruitment assay | activation, % at 8 µM | 200,000 compounds, 0.26% hits; in the data active = activation above about 23%;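 note: 0% = DMSO and 100% = reference agonist; some compounds past the cut are filed as inactive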
Target sequence (P37231 whole entry, looked up): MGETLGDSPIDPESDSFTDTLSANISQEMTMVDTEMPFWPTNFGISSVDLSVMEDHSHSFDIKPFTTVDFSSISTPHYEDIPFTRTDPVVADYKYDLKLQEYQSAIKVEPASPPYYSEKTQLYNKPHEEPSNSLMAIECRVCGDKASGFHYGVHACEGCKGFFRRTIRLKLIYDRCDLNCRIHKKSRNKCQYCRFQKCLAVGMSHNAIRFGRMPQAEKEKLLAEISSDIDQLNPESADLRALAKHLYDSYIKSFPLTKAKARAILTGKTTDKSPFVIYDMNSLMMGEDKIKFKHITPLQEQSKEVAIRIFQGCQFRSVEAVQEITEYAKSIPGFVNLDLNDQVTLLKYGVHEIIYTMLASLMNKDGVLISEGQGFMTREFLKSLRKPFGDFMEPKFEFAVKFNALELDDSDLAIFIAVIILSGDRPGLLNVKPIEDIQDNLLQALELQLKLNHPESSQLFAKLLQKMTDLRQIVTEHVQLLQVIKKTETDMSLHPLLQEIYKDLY
RAM inhibit = yeast RAM network inhibition. S. cerevisiae dse1pr::URA3 reporter, 5-FOA growth OD615, 2 d; analog-sensitive cbk1-as2 kinase mutant strain. AID 868. inhibition, % at 50 µM. 190,000 compounds, 1.8% hits;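 active = inhibition above a set limit, 3 SD over mean compound inhibition, cut at about 8.4% in these data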;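 note: 0% = DMSO-only wells with no growth and 100% = 10 µM 1-NA-PP1 full growth; inhibition rescues growth on 5-FOA so higher OD means more RAM inhibition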
S1P3 antag = antagonists of human S1P3 receptor; 170,000 compounds, 0.27% hits; CHO S1P3 NFAT-BLA reporter, FRET fluorescence, antagonist mode; inhibition, % at 4.98 µM; AID 485; Q99500;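 active = inhibition above the plate cutoff, the mean inhibition of test wells on that plate plus 3 SD, cut at about 28% in these data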;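 note: cells challenged with S1P at its EC80 of 0.8 µM; blue over green emission ratio from cleaved BLA substrate after 4 h stimulation; 0% = S1P-stimulated wells and 100% = unstimulated DMSO-only wells; some compounds past the cut are filed as inactive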
Target sequence (Q99500 whole entry, looked up): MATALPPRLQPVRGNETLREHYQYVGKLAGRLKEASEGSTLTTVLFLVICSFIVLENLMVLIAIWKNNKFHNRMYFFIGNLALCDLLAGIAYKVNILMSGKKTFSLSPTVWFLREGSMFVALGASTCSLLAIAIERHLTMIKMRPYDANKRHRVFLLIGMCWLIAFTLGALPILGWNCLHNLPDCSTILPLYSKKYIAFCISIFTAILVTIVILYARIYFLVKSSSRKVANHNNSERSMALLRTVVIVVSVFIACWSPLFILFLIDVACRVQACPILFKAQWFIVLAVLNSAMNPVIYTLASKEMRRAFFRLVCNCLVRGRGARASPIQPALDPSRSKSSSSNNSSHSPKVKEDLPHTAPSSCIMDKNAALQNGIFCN
TLR4-MyD88 BLA = inhibitors of human TLR4-MyD88 binding | 200,000 compounds, 0.18% hits | HeLa CL3-4 TLR4/MyD88 BLA complementation, FRET ratio | inhibition, % at 8.4 µM | AID 861; in the data active = inhibition above about 25%;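 note: 0% = vehicle and 100% = reference inhibitor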
PPARg SRC-2 ag = promotes SRC-2 coactivator recruitment by human PPARgamma; PPARgamma LBD-SRC-2 recruitment, biochemical; activation, % at 8 µM; 200,000 compounds, 0.34% hits; AID 1032; in the data active = activation above about 22%;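 note: 0% = vehicle and 100% = reference agonist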
STAT3 act = increases IL-6 driven STAT3 reporter signal | U3A cells, IL-6 STAT3-luciferase reporter, luminescence; 100% = signal with IL-6 EC80 alone | activation (% of control), % at 5.6 µM | 190,000 compounds, 0.91% hits;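 active = activation above the screen-wide mean of compound activation plus 3 SD, cut at about 130% in these data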;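 note: 0% = background luminescence of wells with medium and substrate only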
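Material: STAT3-luciferase reporter U3A cells. Controls: IL-6-treated wells, 100% activation. Read-out: % activation versus median of IL-6-stimulated wells. Probe or stimulus: IL-6 stimulus at 33 ng/mL final. Timing: compound 1 h, then IL-6 6 h at 37 °C. Signal: reporter luminescence signal.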
ROMK primary = modulates human ROMK potassium channel activity. P48048. Tet-inducible ROMK, thallium flux fluorescence; actives lie on both sides. B-score at 10 µM. 130,000 compounds, 2% hits. AID 1918;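 active = signal ratio slope over the read window, or its plate-corrected B-score, at least 3 SD from the plate mean, either direction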;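 note: B-score of the F/F0 ratio slope over 7 to 12 s after thallium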
STAT3 inh = reduces IL-6 driven STAT3 reporter signal; U3A cells, IL-6 STAT3-luciferase reporter, luminescence; host cell line lacks STAT1; AID 862; inhibition, % at 5.5 µM; 190,000 compounds, 0.89% hits;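 active = inhibition above the mean inhibition across all screened compounds plus 3 SD, cut at about 44% in these data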;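 note: 0% = DMSO only wells and 100% = 100 µM nifuroxazide control wells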
PPARg SRC1 recr = agonists of human PPARgamma SRC-1 coactivator recruitment; P37231; PPARgamma-SRC-1 coactivator recruitment biochemical assay; activation, % at 8 µM; 200,000 compounds, 0.41% hits; in the data active = activation above about 19%;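 note: 0% = DMSO and 100% = reference agonist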
Active calls of the source: *; . = no result given. This is a random part of the collection, and some 5.6% of all compounds hit somewhere here.

Fields: STAT1 blocker	SRC2 TRFRET art	PPARg SRC3 recr	RAM inhibit	S1P3 antag	TLR4-MyD88 BLA	PPARg SRC-2 ag	STAT3 act	ROMK primary	STAT3 inh	PPARg SRC1 recr
CCC(=O)N(Cc1cc2c(C)cc(C)cc2[nH]c1=O)C1CCCCC1
 : 0.1	1474	-5.9	3.6	-48.0	-1.5	-5.8	112.1	.	-10.1	-0.8
COc1ccc(-n2c(C(C)(C)C)csc2=Nc2c(C)n(C)n(-c3ccccc3)c2=O)cc1
 : -1.0	1368	-1.3	1.3	-2.6	-0.2	-0.4	98.8	0.118	6.0	6.0
CCOc1ccc(N2CC(C(=O)Nc3cccc(S(=O)(=O)N4CCCCC4)c3)CC2=O)cc1 (configuration not stated)
 : 7.4	1639	6.0	3.8	10.8	-12.7	6.3	98.8	-0.823	3.5	11.5
Cc1cc(NCc2ccccc2Cl)n2nnnc2n1
 : -2.8	1416	-6.9	4.5	-12.1	-9.7	0.5	100.3	.	4.0	-1.3
Cn1c(C(=O)N2CCN(Cc3ccccc3)CC2)cc2c(=O)n(C)c3ccccc3c21
 : 13.5	1735	-2.8	-0.5	-30.0	2.0	10.9	108.1	.	-0.8	4.7
CCNC(=O)COc1cc(C)c(Br)c(C)c1
 : -0.9	1685	2.9	0.5	8.7	-11.8	7.4	86.1	0.452	21.1	0.0
COc1ccc(NC(=S)N2CCN(C(c3ccccc3)c3ccccc3)CC2)c(OC)c1
 : 10.9	1543	7.0	0.7	-7.3	-5.2	1.8	93.7	0.189	9.6	7.1
Cc1nn(C)c(Oc2ccc(Cl)cc2)c1C=O
 : -1.3	1460	-9.6	1.5	.	2.4	2.1	109.7	-0.389	-3.5	-9.6
Cc1nnc(SCc2nnc(-c3ccccc3Br)o2)s1
 : -12.4	1515	0.1	2.5	-10.7	-21.6	1.6	110.5	-2.08	-2.6	3.8
CC(C)N(C(=O)CSc1nn2c(=O)c(C(C)(C)C)nnc2s1)c1ccccc1
 : 6.6	1419	0.2	2.6	-6.2	7.5	-6.5	107.3	-0.792	-5.3	-0.5
O=C(NN1C(=O)C2C3C=CC(C3)[C@H]2C1=O)c1cccnc1 (some centres not stated)
 : 2.0	1478	2.7	0.6	0.5	9.5	-7.2	97.7	.	2.2	-5.9
CCc1c(O)nc(SCC(=O)NC(C)(C)C)n(-c2ccccc2)c1=O
 : 0.8	1386	-0.8	2.6	.	-7.3	-8.1	106.4	.	-5.1	1.8
ClC1(Cl)CC1CSc1nc2ccccc2[nH]1 (configuration not stated)
 : -14.9	1458	-2.2	0.8	-39.5	-8.8	-12.4	102.8	-4.25*	4.4	-3.1
Cc1ccc(C(=O)Oc2ccc3c(c2)ncn3C)cc1
 : -17.8	1659	0.9	0.9	-26.7	4.8	7.9	91.7	0.1	10.0	2.7
Cc1csc(C2=C(O)CN(CCc3ccccc3)C2=N)n1
 : 7.2	1726	4.4	6.4	-6.1	19.5	-3.0	102.4	0.445	1.6	11.5
Nc1nc(-c2ccc(Br)s2)c(Br)s1
 : -5.9	1527	-8.8	3.7	5.2	5.2	-3.8	99.4	0.451	3.5	2.7
CCOc1c2ccc(C(=O)NCc3cc(C(F)(F)F)cc(C(F)(F)F)c3)cc2nn1C
 : -3.4	1557	4.3	3.6	.	8.5	2.0	88.9	.	18.4	5.9
Cc1ccc(C(c2nnnn2CC2CCCO2)N2CCN(c3cccc(C)c3C)CC2)cc1 (configuration not stated)
 : 5.8	1388	-10.3	-0.5	-9.7	13.8	-6.7	115.0	.	-11.6	8.1
O=C(NC(=S)Nc1ccccc1N1CCCC1)c1ccc([N+](=O)[O-])cc1
 : 3.8	1580	4.1	2.3	-8.0	-6.9	-7.1	101.7	0.128	-4.3	-8.5
COC(=O)C1CCN(C(=O)c2ccccc2NC(C)=O)CC1
 : -0.5	1582	10.1	0.1	10.3	17.9	4.2	110.4	.	-4.8	1.5
Cc1cccc(-n2c(N)cc(=O)[nH]c2=S)c1
 : 20.7	1508	3.2	2.0	28.5	12.6	2.9	96.6	0.414	5.9	3.0
OCCC1CN(Cc2ccccc2O)CCN1CCc1ccccc1 (configuration not stated)
 : -4.2	1518	0.7	0.3	5.9	-2.9	-0.1	105.2	-0.329	1.3	0.4
CN(C)CCC(O)(c1ccccc1)c1ccccc1
 : 0.6	1428	-9.8	0.8	.	1.5	2.1	103.3	-0.746	3.1	-5.2
O=C(c1c[nH]c2ccc(F)cc2c1=O)N1CCCCCC1
 : 0.1	1548	-13.9	1.7	.	1.3	-13.1	97.0	1.48	5.0	-1.5
O=C(Nc1cccc(F)c1)N1CC=C(c2ccc(Cl)cc2)CC1
 : 1.8	1562	14.0	4.1	.	0.3	10.7	82.9	-1	24.3	0.3
Cn1cnc2c1c(=O)n(Cc1cccc(Br)c1)c(=O)n2C
 : -4.7	1534	-1.1	2.3	-23.6	-2.1	8.1	105.0	.	-2.7	-6.4
O=C(c1ccc2c(c1)N(Cc1cccc(Cl)c1)C(=O)c1ccccc1S2(=O)=O)N1CCN(c2ccccn2)CC1
 : 3.4	1572	7.8	0.4	6.8	3.5	5.7	109.0	-1.3	-7.2	6.2
CCN1CCN(c2cc(=O)n(C3CCCCC3)c(=O)[nH]2)CC1
 : 0.1	1452	-6.0	1.5	-16.9	4.1	-0.2	97.2	.	12.0	-4.0
CCOC(=O)c1cc(CC)sc1N1C(=O)CC(Sc2ncccc2C(=O)O)C1=O (configuration not stated)
 : -2.8	1591	2.7	1.8	-11.1	-7.2	7.7	104.0	0.3	0.1	1.0
CCc1nnc(NC(=O)CCc2ccc(C)o2)s1
 : 1.4	1368	-11.2	2.0	.	7.9	5.8	94.6	.	7.5	2.5
CCOC(=O)C1(CCOC)CCN(C(=O)c2ccccc2-c2cccc(C)c2)CC1
 : 1.4	1555	-0.8	1.6	8.5	23.1	6.3	102.6	-0.448	2.9	5.5
O=C(COc1ccccc1)NCc1ccc(-n2cccc2)cc1
 : 3.1	1626	5.8	1.6	12.2	-7.7	4.8	97.7	1.61	11.6	-0.2
COc1ccc(-c2ccc(=O)n(CC(=O)Nc3ccc(C(=O)NC4CC4)cc3)n2)cc1OC
 : 11.0	1596	4.0	0.1	.	-7.0	2.8	103.5	.	0.6	0.2
O=C(c1ccccc1)N1CCN(c2ccccc2F)CC1
 : -5.6	1463	9.0	-1.8	-13.8	2.4	-0.6	101.9	.	2.0	6.9
O=C(CNC(=O)c1cccs1)c1ccc([N+](=O)[O-])cc1
 : -41.1	1605	0.8	3.0	-7.5	-6.4	7.4	102.4	0.811	-2.7	3.9
O=S(=O)(Cc1cc(Cl)nc(-c2ccncc2)n1)c1ccccc1
 : 3.7	1758	6.3	1.7	0.2	4.5	2.5	98.9	-0.418	11.5	9.1
Cc1csc(NC(=O)C2CCCN2C(=O)OCC(C)C)n1 (configuration not stated)
 : -1.3	1527	2.0	1.2	0.6	-9.0	2.3	107.0	-0.393	-6.3	4.4
Cn1c(Cn2cnc3ccccc32)nnc1SCC(=O)CC(=O)Nc1ccccc1
 : -3.0	1771	0.7	-0.7	-28.6	-1.4	8.5	102.4	0.246	1.3	7.3
CC(Cc1ccccc1)(NC(=O)CN)c1ccccc1 (configuration not stated)
 : .	1724	0.2	.	-5.2	.	-1.2	.	.	.	-1.8
Cc1cccc(N2CCN(C(=O)C3CCN(S(=O)(=O)c4cccnc4)CC3)CC2)c1C
 : 3.9	1519	-2.3	3.4	.	14.1	-0.1	91.8	.	14.8	-6.5
Nc1c(C(=O)Nc2ccccc2)sc2nc3c(c(-c4ccco4)c12)CCC3
 : -5.6	1681	14.1	3.6	.	8.2	9.9	92.4	.	12.5	6.2
COc1ccc(NC(C)=O)cc1NC(=O)CSc1nc2ncccc2[nH]1
 : 2.1	1700	13.3	0.7	-17.0	-3.2	15.6	93.3	.	13.2	-3.2
COc1ccc(NC(=O)NC23CC4(C)CC(C)(CC(C)(C4)C2)C3)cc1
 : 4.8	1593	4.2	1.5	-1.6	1.0	5.9	99.5	0.235	-1.9	2.2
Cc1cc(OC(=O)c2ccco2)c(Sc2ccccc2[N+](=O)[O-])c(=O)o1
 : -1.6	1688	1.2	1.0	-15.8	5.6	13.4	101.0	0.734	0.1	2.2
O=S(=O)(Nc1cccc(C(F)(F)F)c1)c1cccnc1
 : 1.2	1650	1.2	0.5	5.8	-3.4	-0.7	96.6	0.00974	8.4	1.6
NS(=O)(=O)c1cccc(NS(=O)(=O)c2ccc(/C=C/C(=O)OCC(=O)c3ccccc3)cc2)c1
 : 4.0	1585	2.9	3.5	-15.0	-5.5	5.6	99.0	-0.125	5.2	0.1
Cc1ccc(C(=O)N/C(=C/c2ccco2)C(=O)O)cc1
 : 8.0	1568	0.8	0.3	-3.0	-1.4	0.3	106.5	.	-8.0	-8.5
COc1ccccc1NC(=O)N1CCN(c2ccc(F)cc2)CC1
 : -0.4	1551	-12.9	3.9	.	-6.6	-4.1	81.9	-0.0455	23.1	-1.1
